# RPL19A-GFP yeast = yeast TOR pathway RPL19A-GFP modulation | S. cerevisiae RPL19A-GFP strain, flow cytometry, 3 h; stronger effect = lower value | percent response vs DMSO, % at 10 µM | hit rate 0.3% among 330,000 | AID 2025;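 active = percent response vs DMSO below 50%; inconclusive = fewer than 70 events counted for the yeast strain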;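 note: median channel GFP fluorescence of the barcoded RPL19A-GFP strain; ratio of sample median GFP to plate DMSO average so 100% = DMSO; lower means less RPL19A-GFP as with rapamycin TOR inhibition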
# MEP2-GFP yeast = yeast TOR pathway MEP2-GFP modulation | S. cerevisiae MEP2-GFP strain, flow cytometry GFP, 3 h; 100% = DMSO control level | GFP response vs DMSO, % at 10 µM | hit rate 0.51% among 330,000 | AID 2016;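 active = GFP response versus DMSO above a set limit, roughly screen mean plus 3 SD, cut at about 180% in these data; inconclusive = fewer than 70 cells counted for a yeast strain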;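 note: median GFP fluorescence of the barcode-gated MEP2-GFP cells per well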
# CIT2 TOR yeast = alters CIT2-GFP fluorescence in TOR pathway yeast screen | hit rate 0.065% among 320,000 | GFP response vs DMSO, % at 10 µM | S. cerevisiae CIT2-GFP strain, flow cytometry, 3 h; 100 means same as DMSO wells;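 active = GFP response relative to DMSO above a set limit, near the screen mean plus 3 SD, cut at about 150% in these data; inconclusive = Fewer than 70 cells measured for a yeast strain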;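 note: ratio of well median GFP fluorescence to mean of DMSO wells on the plate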
# AGP1 TOR yeast = yeast TOR pathway AGP1-GFP modulation; S. cerevisiae AGP1-GFP multiplex flow cytometry, 3 h; GFP as percent of DMSO wells; GFP response vs DMSO, % at 10 µM; hit rate 0.02% among 320,000;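 active = GFP response relative to DMSO above a set limit, near screen average plus 3 SD, cut at about 150% in these data; inconclusive = fewer than 70 cells counted for the yeast strain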;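 note: median GFP channel fluorescence of the gated AGP1 strain per well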
# JMJD2C inh = inhibitors of human GASC-1 (JMJD2C) demethylase; Q9H3R0; GST-JMJD2C(1-420) H3K9me3 demethylation, DELFIA europium; inhibition, % at 2.35 µM; hit rate 0.069% among 330,000;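 active = more than half of a compound's replicate wells show inhibition beyond 50%, single wells judged on their own value; inconclusive = some, but no more than half, of replicates pass 50% inhibition; inactive = no replicate passes 50% inhibition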;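 note: signal counts dimethyl H3K9 product captured on neutravidin plate; 0% = median of DMSO wells and 100% = 0.3 times that DMSO median; strong numbers were not always called active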
# Target sequence (Q9H3R0 1-420 limits assumed): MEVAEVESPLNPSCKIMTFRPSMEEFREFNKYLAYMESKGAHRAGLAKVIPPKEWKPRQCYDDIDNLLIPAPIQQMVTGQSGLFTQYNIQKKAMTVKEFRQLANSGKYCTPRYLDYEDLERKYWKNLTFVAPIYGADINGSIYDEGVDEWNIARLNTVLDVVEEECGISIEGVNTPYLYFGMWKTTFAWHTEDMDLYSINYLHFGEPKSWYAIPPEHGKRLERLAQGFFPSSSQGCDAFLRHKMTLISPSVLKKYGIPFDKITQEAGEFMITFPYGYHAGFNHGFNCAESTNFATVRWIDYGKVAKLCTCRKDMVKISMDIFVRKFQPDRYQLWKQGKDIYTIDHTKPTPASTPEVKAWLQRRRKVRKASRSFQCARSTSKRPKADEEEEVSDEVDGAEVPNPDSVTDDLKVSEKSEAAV
# GRK2 inh = blocks RNA aptamer binding to human GRK2; P25098; bead flow cytometry, FAM-aptamer displacement from GRK2; AID 488847; inhibition of aptamer binding, % at 10 µM; hit rate 0.59% among 330,000;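 active = inhibition of aptamer binding above 40%, roughly 3 SD of noise, on plates passing a quality check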;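 note: median bead fluorescence of bound FAM aptamer so fluorescent compounds give negative values; no value below 0 was filed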
# Target sequence (P25098 whole entry, looked up): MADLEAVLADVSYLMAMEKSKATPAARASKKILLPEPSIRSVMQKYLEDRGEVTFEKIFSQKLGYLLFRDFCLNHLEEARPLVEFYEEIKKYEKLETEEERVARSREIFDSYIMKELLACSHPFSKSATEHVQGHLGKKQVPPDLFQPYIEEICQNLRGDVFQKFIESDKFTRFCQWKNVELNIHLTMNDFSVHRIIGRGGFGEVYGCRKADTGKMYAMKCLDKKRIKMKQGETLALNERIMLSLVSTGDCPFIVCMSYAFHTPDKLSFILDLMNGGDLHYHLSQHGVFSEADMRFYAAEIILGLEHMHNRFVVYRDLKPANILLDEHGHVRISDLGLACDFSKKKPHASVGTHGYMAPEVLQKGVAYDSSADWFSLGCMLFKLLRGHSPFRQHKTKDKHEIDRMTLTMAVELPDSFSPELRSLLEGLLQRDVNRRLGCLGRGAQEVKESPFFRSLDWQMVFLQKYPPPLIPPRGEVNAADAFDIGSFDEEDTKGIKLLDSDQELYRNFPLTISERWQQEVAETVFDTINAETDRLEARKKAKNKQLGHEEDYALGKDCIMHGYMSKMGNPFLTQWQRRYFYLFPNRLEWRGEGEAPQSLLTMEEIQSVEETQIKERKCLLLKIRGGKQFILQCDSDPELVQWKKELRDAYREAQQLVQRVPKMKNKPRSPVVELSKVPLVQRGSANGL
# LAP4 TOR yeast = modulators of TOR pathway LAP4-GFP in S. cerevisiae. GFP response vs DMSO, % at 10 µM. hit rate 0.34% among 320,000. S. cerevisiae LAP4-GFP multiplex, flow cytometry GFP, 3 h; median GFP as percent of DMSO wells. AID 2023;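 active = GFP response vs DMSO above a set limit, about the screen mean plus 3 SD, cut at about 150% in these data; inconclusive = under 70 cell events counted for the yeast strain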
# VLA-4 inh = inhibition in a human VLA-4 binding assay; P13612; VLA-4 expressing cells, ligand binding flow cytometry; inhibition, % (about 7 µM as worked out from the volumes in the protocol); hit rate 0.2% among 330,000; AID 2557; in the data active = inhibition above about 50%
# Active calls of the source: *; ? = inconclusive; . = not tested or not shown; & = joins results of further samples; [ ] = another dose, or the depositor's remark.
# Value order: RPL19A-GFP yeast	MEP2-GFP yeast	CIT2 TOR yeast	AGP1 TOR yeast	JMJD2C inh	GRK2 inh	LAP4 TOR yeast	VLA-4 inh
- COc1ccc2c(c1)CC(C1(O)C(=O)Nc3ccccc31)C2=O (stereo unspecified)
 : 96	94	92	105	-5	1	100	1
- CCOc1ccccc1Nc1nc2ccccc2[nH]1
 : 99	99	91	96	-1	0	98	26
- CCOc1ccc(CCNC(=O)c2cccc(S(=O)(=O)N3CC(C)OC(C)C3)c2)cc1OCC (stereo unspecified)
 : 101	108	94	109	-3	0	113	17
- Cc1csc(NC(=O)c2cc3c(s2)CCCCC3)n1
 : .	113	113	106	0	0	97	22
- O=C(COc1nncc2ccccc12)Nc1c(F)c(F)c(F)c(F)c1F
 : 103	99	105	103	30	3	95	12
- O=C(Cc1ccsc1)Nc1ccc2c(c1)OCO2
 : 91	93	90	94	4	1	100	12
- O=C(NCC(=O)N1CCN(c2ccccc2O)CC1)c1ccccc1
 : 100	104	99	95	2	0	91	8
- O=C(c1ccc(-c2ccc([N+](=O)[O-])cc2)o1)N1CCCC(C(F)(F)F)C1 (stereo unspecified)
 : 99	103	100	101	4	2	99	2
- Cc1cc2oc3c(c(=O)c2cc1C)C(c1ccc(C(C)C)cc1)N(CCCN1CCOCC1)C3=O (stereo unspecified)
 : 100	101	98	102	3	0	102	-2
- Cn1nc(-c2ccc(C(=O)N3CCN(Cc4ccccc4)CC3)cc2)c2ccccc2c1=O
 : 100	103	107	103	13	0	101	-13
- COc1ccc(NC(=O)CSc2nc3nc(C)cc(C)n3n2)cc1
 : 103	103	111	106	-10	0	102	6
- O=C(c1ccccc1)n1ccc(-c2cccs2)n1
 : 97	98	93	90	10	1	102	22
- O=S(=O)(c1ccc(F)cc1)N1CCN(CC(O)COCc2cccs2)CC1 (stereo unspecified)
 : 106	105	108	103	-8	0	98	-11
- COc1ccc(S(=O)(=O)NCC2CCC(C(=O)NCC(OC)OC)CC2)cc1 (stereo unspecified)
 : 100	98	100	102	10	0	100	5
- O=C(NC1(C(F)(F)F)NC(=O)N(c2ccc(F)cc2)C1=O)c1cccs1 (stereo unspecified)
 : 101	112	107	100	-9	0	102	8
- COc1ccc(NS(=O)(=O)c2cc(NC(=O)COc3ccccc3F)ccc2OC)cc1
 : 99	103	93	102	0	0	104	9
- CCOC(=O)C1(C)C=C(Nc2ccc(OCC)cc2)C(=O)N1c1ccccc1 (stereo unspecified)
 : 100	104	97	99	-25	2	95	14
- CCC(C)C(=O)Nc1cccc(SC)c1 (stereo unspecified)
 : 94	99	96	93	-21	13	97	-10
- Cn1c(SCC(=O)N2CCOCC2)nnc1-c1cccc(NC(=O)c2ccccc2)c1
 : 102	101	94	98	-2	2	101	-4
- O=C(Nc1cc(C(=O)N2CCOCC2)ccc1N1CCCC1)c1cccs1
 : 97	107	97	102	6	0	105	10
- O=S(=O)(c1cccc(NC(=S)Nc2ccc(Br)cc2Cl)c1)N1CCOCC1
 : 93	95	93	91	-3	0	99	17
- CCOC(=O)/C(C#N)=C/c1cc2ccccc2nc1N1CCCCC1
 : 102	100	104	99	6	7	95	1
- O=[N+]([O-])c1cc([N+](=O)[O-])c(Oc2cccnc2Br)cc1NN1CCCCC1
 : 102	95	81	86	11	0	107	-11
- CN(CC(=O)Nc1ccc(Cl)c(C(F)(F)F)c1)C(=O)C1CC(=O)N(Cc2ccco2)C1 (stereo unspecified)
 : 95	93	94	101	-3	2	103	-8
- Cc1c(C(=O)NN)[nH]c2ccc([N+](=O)[O-])cc12
 : 95	95	90	103	-10	0	99	4
- Cc1nn(CC(=O)c2ccc(Cl)cc2Cl)c(C)[n+]1N
 : 104	107	96	100	-14	9	98	30
- COc1ccc(-n2c(SC(C)C(=O)Nc3ccc(NC(C)=O)cc3)nc3ccccc3c2=O)cc1OC (stereo unspecified)
 : 106	106	107	102	9	1	96	3
- CCOC(=O)N1CCC(NC(=O)c2ccccc2C(=O)O)CC1
 : 95	100	91	106	0	0	109	-1
- Cc1cc(C(=O)OCC(=O)NC(=O)NC(C)(C)C)c(C)o1
 : 101	101	105	107	23	0	104	-4
- Cc1c(C(=O)O)[nH]c2c1C(=O)CC(c1ccccc1)C2 (stereo unspecified)
 : 98	100	96	102	7	0	101	6
- COc1ccc(C2=NOC3(CC(=O)N(c4ccc(F)cc4)C3=O)C2)cc1 (stereo unspecified)
 : 96	102	100	109	4	3	113	5
- CCS(=O)(=O)N1CCC(C(=O)NCc2ccc(OC)cc2OC)CC1
 : 97	101	100	114	112	0	116	-6
- CCC1=NN(S(=O)(=O)c2ccc(C)cc2)C(O)(C(F)(F)F)C1 (stereo unspecified)
 : 97	102	96	100	5	5	98	0
- Cc1ccc(OCc2ccc(C(=O)N3CCCC3)o2)c([N+](=O)[O-])c1
 : 102	102	104	97	-4	1	102	2
- O=C(Cn1ncc2c3ccccc3n(Cc3ccccc3)c2c1=O)N1CCN(c2ccccn2)CC1
 : 98	110	104	104	-11	3	105	4
- CCc1nc2ccc(C(=O)Nc3ccc(NC(C)=O)cc3)cc2nc1CC
 : 103	105	102	99	1	3	102	-4
- CCSc1ccc(NC(=O)c2cccnc2)cc1
 : 98	96	90	104	2	3	96	7
- COc1cccc(OCc2cc(C(=O)N3CCN(C4CCCCC4)C(=O)C3)no2)c1
 : 97	111	97	107	-24	0	108	11
- CC1=C(C(=O)Nc2ccccc2)C(c2ccncc2)C(C#N)=C(SCC(=O)NC(C)C)N1 (stereo unspecified)
 : 98	102	104	103	-14&3	3	94	-7
- Cc1ccc(OCC(=O)NC2CCS(=O)(=O)C2)c(C)c1 (stereo unspecified)
 : 102	93	106	87	8	1	65	6

# Taken from above.
# VLA-4 inh, `Cn1nc(-c2ccc(C(=O)N3CCN(Cc4ccccc4)CC3)cc2)c2ccccc2c1=O` = -13
# JMJD2C inh, `O=[N+]([O-])c1cc([N+](=O)[O-])c(Oc2cccnc2Br)cc1NN1CCCCC1` = 11

# (list continues)
# Value order: RPL19A-GFP yeast	MEP2-GFP yeast	CIT2 TOR yeast	AGP1 TOR yeast	JMJD2C inh	GRK2 inh	LAP4 TOR yeast	VLA-4 inh
- CNc1nc(N)c([N+](=O)[O-])c(Nc2cccc(F)c2)n1
 : 73[may fluoresce green]	338*[may fluoresce green]	274*[may fluoresce green]	134[may fluoresce green]	-3	0	140[may fluoresce green]	13
- CN(Cc1c(C(=O)N/N=C/c2ccccc2)nnn1-c1nonc1N)c1ccccc1
 : 101	100	100	103	-6	3	95	4
- O=C(CSc1nc(O)c(Cc2ccccc2)c(=O)[nH]1)c1ccccc1
 : 101	107	100	105	41	3	111	6
- CC1CCCC(NCC(O)COC(c2ccc(F)cc2)c2ccc(F)cc2)C1C (stereo unspecified)
 : 97	93	93	91	-6	0	94	30
- COc1ccc(-n2cnc3cc(NCc4ccco4)ccc32)cc1
 : 103	105	104	105	-11	3	108	7
- Cc1cc(CNC(=O)CC2C(=O)NCCN2CC(c2ccccc2)c2ccccc2)on1 (stereo unspecified)
 : 105	106	88	108	21	3	103	15
- COc1ccccc1CNC(c1ccccc1)c1ccccc1
 : 109	102	121	111	-6	0	89	-2
- C/C(CC(=O)N1CCCC1)=N\NC(=O)c1cc2ccccc2cc1O
 : 101	98	92	103	21	3	95	7
- CC1CCN(C(=S)c2ccc(N(C)C)cc2)CC1
 : 97	92	98	104	-5	0	108	31
- CS(=O)(=O)NC1c2cccc3cccc(c23)C1Sc1nncn1/N=C/c1ccco1 (stereo unspecified)
 : 95	98	96	97	42	2	99	8
- CCS(=O)(=O)Nc1c(C(=O)O)[nH]c2ccccc12
 : 100	101	98	104	-1	0	109	10
- Cc1ccc(/C(O)=C2\C(=O)C(=O)N(C)C2c2ccccc2[N+](=O)[O-])cc1 (stereo unspecified)
 : 105	112	97	93	11	.	102	-1
- COCCCNc1nc2nonc2nc1NCCSC
 : 103	111	114	111	4	1	111	6
- Cn1c(/C=C/c2ccc([N+](=O)[O-])o2)nc2ccccc2c1=O
 : 126[may fluoresce green]	248*[may fluoresce green]	180*[may fluoresce green]	90[may fluoresce green]	12	0	.	-236
- Cc1oc(-c2ccc(Cl)cc2)nc1CN1CCCC(C(=O)N2CCN(C(=O)c3ccco3)CC2)C1 (stereo unspecified)
 : 99	101	102	104	-3	0	105	4
- COc1ccc(C(=O)NCCc2nnc(SCc3nc4ccccc4c(=O)[nH]3)n2C)cc1
 : 106	107	107	110	-3	1	107	7
- Cc1cc(C(=O)CN2C(=O)C(=O)N(C3CCCC3)C2=O)c(C)n1-c1ccc(F)cc1
 : 104	105	99	97	-33	0	98	11
- CC(=O)Nc1ccc(S(=O)(=O)N2CCN(c3ccc(C)c(Cl)c3)CC2)cc1
 : 97	91	131	105	-4	4	91	-28
- Cc1cccc(C)c1OCc1n[nH]c(=S)n1N
 : 99	103	93	98	2	1	100	-3
- O=C(CNc1cccc([N+](=O)[O-])c1)NC(=O)NC1CCCCC1
 : 102	101	102	101	-3	2	103	-4
- CC(=O)C(C)Oc1ccc2c3c(c(=O)oc2c1C)CCCC3 (stereo unspecified)
 : 97	104	92	100	6	0	106	9
- Cc1ccc(C)c2sc(NC(=O)c3ccc(N4CCCCC4)c([N+](=O)[O-])c3)nc12
 : 98	102	97	101	-14	0	102	23
- Cc1ccc(NC(=S)NC(=O)/C=C/c2ccco2)c(O)c1
 : 94	100	98	97	3	5	98	-12
- CCOC(=O)N1CCN(C(=O)c2ccc3c(=O)n(-c4ccccc4F)c(=S)[nH]c3c2)CC1
 : 92	90	91	94	-19	2	94	0
- Cc1ccc(NC(=O)/C(Cl)=C\c2ccccc2)cc1
 : 100	103	93	100	-2	0	112	-11
- CC1CCN(C2(O)C(=O)Nc3ccc([N+](=O)[O-])cc32)CC1 (stereo unspecified)
 : 102	97	103	100	2	2	101	1
- O=C(Nc1ccc(Nc2ccccc2)cc1)c1ccc(F)cc1
 : 101	105	84	96	-17	2	118	15
- COc1ccc(CNC(=O)CN(C(=O)CCC(=O)Nc2ccccn2)c2ccc(C)cc2)cc1
 : 102	98	99	100	7	5	94	-12
- CC(C)C(C)NC(=O)CN1C(=O)NC(C)(c2ccc3ccccc3c2)C1=O (stereo unspecified)
 : 97	93	95	100	7	6	93	17
- COC(=O)C(NC(C)=O)(Nc1ccc(Br)cn1)C(F)(F)F (stereo unspecified)
 : 99	101	101	101	5	0	98	0
- O=C1CSC(c2cccc([N+](=O)[O-])c2)N1C1CC2CCC1C2 (stereo unspecified)
 : 103	106	101	104	26	5	109	-27
- Cc1cc(Cl)ccc1NC(=S)N1CCN(Cc2ccccc2)CC1
 : ?	?	?	?	3	1	?	0
- Cc1ccc(C(=O)OCC(=O)NC(C)c2ccccc2)s1 (stereo unspecified)
 : 101	102	93	95	6	2	89	-1
- CCN(CC)C(=O)c1sc(NC(=O)c2cc(-c3ccc(C)s3)nc3ccccc23)c(C(=O)OC)c1C
 : 97	99	91	95	1	4	94	-10
- COc1cc(/C=N/NC(N)=S)ccc1OC(=O)c1ccc(C)cc1
 : 91	132	95	.	-1	0	102	-6
- COc1ccc(C(=O)N(CCc2ccccc2)Cc2cccs2)c(OC)c1
 : 104	101	102	102	4	3	104	5
- COc1ccc2c(c1)CC(C1(O)C(=O)N(C)c3ccccc31)C2=O (stereo unspecified)
 : 105	114	110	.	51*	2	109	5
- CC(=O)Nc1ccc(NS(=O)(=O)c2ccc3[nH]c(=O)[nH]c3c2)cc1
 : 99	96	95	95	28	0	96	-4
- CS/C(=C\[N+](=O)[O-])Nc1ccc(OC(F)(F)F)cc1
 : 105	97	91	97	4	0	100	3
- Cn1cnnc1-c1cccc(NS(=O)(=O)c2ccc(N3CCCC3=O)cc2)c1
 : 101	106	106	105	1&-11	0	98	12

# Screens deposited in PubChem by several laboratories.
